# HEK293 tox: Cytotoxic Profiling in HEK 293 Cell Line of Diverse Libraries Using Quantitative High-Throughput Screening; HEK 293 viability, ATP luminescence (CellTiter-Glo), 48-72 h; Potency, µM (top dose mostly 115 µM), inactives show at the highest dose activity change, negative = cytotoxicity, most hits filed as inhibitors; 94,000 compounds, 6.6% hits; AID 1345083, 2018; note: potency is the fitted concentration of half-maximal effect; nearly all actives have a fitted effect of over 60% in size
#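 Pintool-delivered compounds were incubated with HEK 293 cells (250 cells/well) at 37 degree Celsius for 48 or 72 hr. ATP-dependent luminescence (CellTiter-Glo) then reported remaining viable cells.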
# SNCA expr inhib: Primary qHTS assay for inhibitors of alpha-synuclein gene (SNCA) expression. Potency, µM (highest dose often 57.2 µM), for the others: at the top dose activity change, negative = inhibition, most hits filed as inhibitors. AID 1671194, 2021. 140,000 compounds, 0.17% hits. HEK-293 SNCA-luciferase knock-in, luminescence, 24 h;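 note: potency is the fitted concentration of half-maximal effect; plate controls were DMSO cells for no effect and cell-free wells for full effect; nearly all actives have a fitted effect of over 45% in size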
# 3T3 cytotox: Cytotoxic Profiling in NIH 3T3 Cell Line of Diverse Libraries Using Quantitative High-Throughput Screening. NIH 3T3 viability, CellTiter-Glo ATP luminescence, 48-72 h. Potency, µM (highest dose often 96.7 µM), without a hit: at the highest dose activity change, negative = cytotoxicity, most hits filed as inhibitors. 94,000 compounds, 4.3% hits. AID 1345082, 2018; note: potency is the fitted concentration of half-maximal effect; nearly all actives have a fitted effect of over 55% in size
#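 Luminescent ATP readout (CellTiter-Glo, 10 min RT) after 48 or 72 hr compound exposure of NIH 3T3 cells seeded at 400 cells/well in 1536-well format; quantitative HTS.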
# GPT2 inhibitor: Primary qHTS assay for inhibitors of Glutamate pyruvate transaminase 2 (GPT2); Alanine aminotransferase 2 (Homo sapiens), Q8TD30; Recombinant GPT2, coupled pyruvate oxidase/HRP Amplex Red fluorescence; Potency, µM (series often up to 57.7 µM), inactives show at the top dose activity change, negative = inhibition, usual class: inhibitors; 100,000 compounds, 0.25% hits; note: potency is the fitted concentration of half-maximal effect; nearly all actives have a fitted effect of over 60% in size; many of its hits are not listed in these tables
# Target sequence (Q8TD30 whole entry, looked up): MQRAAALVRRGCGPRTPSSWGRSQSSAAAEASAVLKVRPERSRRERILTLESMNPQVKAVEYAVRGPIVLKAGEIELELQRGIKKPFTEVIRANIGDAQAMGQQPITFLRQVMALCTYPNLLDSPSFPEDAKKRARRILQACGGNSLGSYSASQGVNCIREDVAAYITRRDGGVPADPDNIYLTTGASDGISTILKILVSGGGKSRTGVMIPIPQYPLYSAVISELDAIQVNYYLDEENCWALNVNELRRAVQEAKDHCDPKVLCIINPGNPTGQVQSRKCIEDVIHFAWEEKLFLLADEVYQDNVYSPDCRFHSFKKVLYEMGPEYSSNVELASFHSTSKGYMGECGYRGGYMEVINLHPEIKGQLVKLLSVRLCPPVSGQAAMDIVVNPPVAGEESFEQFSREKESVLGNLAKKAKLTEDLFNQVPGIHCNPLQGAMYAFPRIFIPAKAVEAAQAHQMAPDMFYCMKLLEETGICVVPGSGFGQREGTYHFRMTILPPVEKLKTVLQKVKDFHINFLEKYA
#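 Inhibition is scored from Amplex Red fluorescence generated when pyruvate oxidase and HRP act on pyruvate released by GPT2. Reactions contain 10ng/uL enzyme, 250uM a-KG and 2mM L-alanine and run 30 min at room temperature.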
# HEK293 viab: GF-AFC viability counterscreen for inhibitors of alpha-synuclein gene (SNCA) expression; HEK-293-SNCA-luc viability, GF-AFC fluorescence, 24 h; Potency, µM (series often up to 57.1 µM), without a hit: at the highest dose activity change, negative = cytotoxicity, hits mostly cytotoxic; 150,000 compounds, 0.12% hits; AID 1671193, 2021;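 note: potency is the fitted concentration of half-maximal effect; 0% = DMSO-treated cells and -100% = medium-only wells without cells; nearly all actives have a fitted effect of over 30% in size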
#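 HEK-293-SNCA-luc cells (1500/well) plated 24 h, then exposed 24 h to a dilution series; GF-AFC added 30 min at 37C, fluorescence 405/540 nm; normalised to medium-only and DMSO wells, Hill fit.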
# IP6K1 inhibitor: Primary qHTS assay for small molecule inhibitors of Inositol hexaphosphate kinase 1 (IP6K1). 140,000 compounds, 0.81% hits. activity change, % (series mostly up to about 58 µM). IP6K1 kinase, ADP-Glo luminescence, 2 h; stronger effect = lower value; in the data active = activity change below about -25%
#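 ADP-Glo luminescence measures ADP made by human IP6K1 during a 2 h RT reaction with ATP/IP6 (mix at 1.3 mM/130 uM); top library doses 57.5 and 19.1 uM final.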
# Luciferase inh: Firefly luciferase inhibition profiling of diverse chemical library using quantitative high-throughput screening | Luciferin 4-monooxygenase (Photinus pyralis), P08659 | purified P. pyralis luciferase, luminescence, biochemical | Potency, µM (doses to about 115 µM), without a hit: at the highest dose activity change, negative = inhibition, actives largely listed as inhibitors | 76,000 compounds, 2.5% hits; note: potency is the fitted concentration of half-maximal effect; nearly all actives have a fitted effect of over 65% in size
# Target sequence (P08659 whole entry, looked up): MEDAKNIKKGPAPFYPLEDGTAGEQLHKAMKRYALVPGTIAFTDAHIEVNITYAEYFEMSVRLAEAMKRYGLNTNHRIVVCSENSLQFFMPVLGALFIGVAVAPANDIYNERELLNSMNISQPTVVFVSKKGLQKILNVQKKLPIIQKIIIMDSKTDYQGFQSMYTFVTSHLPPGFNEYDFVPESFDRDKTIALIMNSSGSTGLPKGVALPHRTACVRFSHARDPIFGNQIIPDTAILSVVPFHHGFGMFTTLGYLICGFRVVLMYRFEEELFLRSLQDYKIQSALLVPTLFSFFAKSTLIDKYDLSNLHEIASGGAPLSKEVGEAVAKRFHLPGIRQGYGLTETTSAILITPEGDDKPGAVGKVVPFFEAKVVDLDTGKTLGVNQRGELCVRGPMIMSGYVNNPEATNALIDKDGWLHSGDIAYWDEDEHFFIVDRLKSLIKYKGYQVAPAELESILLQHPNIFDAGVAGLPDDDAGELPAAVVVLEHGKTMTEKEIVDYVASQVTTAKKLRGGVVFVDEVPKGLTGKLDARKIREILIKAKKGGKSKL
#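 Luminescence read by CCD imaging after purified firefly luciferase (10nM final) was added to substrate buffer holding 10uM D-luciferin and 10uM ATP, pH 7.5, pre-dosed with compound.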
# Active calls of the source: *; i = inactive; ? = inconclusive; · = not tested or not shown; [ ] = dose if it differs, or a comment. Unless noted, calls come from the whole dose curve; as a rule, active = well fitted curve in the direction sought with a large enough effect; inconclusive = small, poorly fitted or top-dose-only effect, or another doubt; inactive = no such curve, though single readings can be large; an effect the other way counts as inactive or inconclusive. Unless noted, % is set by controls: 0 for no effect and ±100 for the full control effect. This is a subset; the hit share may differ from the screen's.
Compound	HEK293 tox	SNCA expr inhib	3T3 cytotox	GPT2 inhibitor	HEK293 viab	IP6K1 inhibitor	Luciferase inh
OC1(CN2CCN(C(c3ccccc3)c3ccccc3)CC2)CNCCOC1 (stereo not drawn)	?	-9%	?	1%	4%	-3	-2%
Cn1nccc1C(=O)NCC1CCCCC(=O)N1 (stereo not drawn)	-25%	-5%	-23%	3%	12%	-10	-5%
Cc1nc(CCNC(=O)CC2COc3ccc(C(=O)N(C)C)cc3N2C)no1 (stereo not drawn)	4%	-24%	3%	1%	-13%	17	-5%
Cc1ccccc1C(=O)N1CCC(n2cc(-c3nc(-c4ccccc4)no3)nn2)C1 (stereo not drawn)	?	-17%	?	i	-14%	12	?
COC(=O)C1C(CC(C)=O)C=CC(O)C12Oc1cc(C)cc(O)c1C2=O (stereo not drawn)	·	·	·	i	-7%	-15	·
COc1cccc(C(=O)NC2CCN(c3cnn(CC4CC4)c(=O)c3)CC2)c1OC	i	31%[activator]	-12%	i	-22%	11	3%
COc1ccc(/C=C/C(N)=O)cc1OC	·	·	·	i	?	-1	·
Cc1noc(-c2cn(C3CCN(C(=O)c4cccc(OC(F)(F)F)c4)CC3)nn2)n1	-23%	-7%	?	i	-8%	32	7%
Cc1cc(C(=O)NCC2CC2)c2c(C3CCCNC3)noc2n1 (stereo not drawn)	i	-19%	0%	i	-6%	5	·
COc1ccc(-c2nc(Cn3c(SCc4cccc(Cl)c4)nc4ccncc43)c(C)o2)cc1	·	-16%	·	·	-9%	14	·
Cc1[nH]c2ccccc2c1C1(O)C(=O)N(Cc2ccccc2Cl)c2ccccc21 (stereo not drawn)	·	?	·	·	-20%	38	·
COc1ccc(C(=O)N[C@H]2C[C@@H](c3nc(-c4cncnc4)no3)N(C)C2)cc1	-4%[172 µM]	-6%[87.6 µM]	-12%[138 µM]	i	-23%[87.6 µM]	4	?
Cn1ccnc1CNCC1(COc2cnccn2)C[C@@H](O)[C@@H](O)C1 (stereo partly drawn)	i	-6%	i	-21%	-3%	9	8%
CCS(=O)(=O)N1CCC2(CC1)OC(=O)C(C)=C2C(=O)NCc1ccccc1C	·	27%	·	·	-11%	-10	·
O=C(CSc1nc2c([nH]c3ccccc32)c(=O)n1-c1ccccc1)N1CCCCC1	·	-5%	·	·	5%	15	·
Cc1nc([C@@H]2CN(Cc3ccccc3)C[C@H]2C(N)=O)n[nH]1	2%	-5%	2%	-5%	2%	25	3%
C=C1C(=O)O[C@H]2C1CCC(C)=C1C(=O)C=C(C)[C@@]12O (stereo partly drawn)	·	·	·	1%	18%	17	·
CC1Cc2cc(S(=O)(=O)N(C)c3ccc(Br)cc3)ccc2N1C(=O)C1CC1 (stereo not drawn)	·	?	·	·	12%	-6	·
Cc1cccc(NC(=O)CSc2nc(-c3ccccc3)cn2-c2ccccc2)c1C	·	?	·	·	-27%	-1	·
CC1(C)C(=O)N(CC2CCOCC2)[C@H]2CN(Cc3ccccc3O)C[C@H]2[S+]1(=O)[O-]	-20%[172 µM]	-2%[87.6 µM]	?	i	15%[87.6 µM]	9	-12%[172 µM]
CN1CCCn2nc(C(=O)N(C)Cc3nc4ccc(Cl)cc4[nH]3)cc2C1	-12%	-5%	-4%	i	-16%	1	-1%
O=C(c1csnn1)N1CCCC(CCc2c(F)cccc2F)C1 (stereo not drawn)	?	15%	?	0%	6%	1	-6%
CCn1ccc(C(=O)NCCc2noc(-c3cccnc3)n2)n1	?	5%	?	3%	-3%[12.5 µM]	8	-17%
COc1cc(C2CC(=O)Nc3cc4c(cc32)OCO4)cc(OC)c1O (stereo not drawn)	·	11%	·	·	11%	40	·

# Sorted by heavy-atom count (largest number first): part of the list above.
Compound	HEK293 tox	SNCA expr inhib	3T3 cytotox	GPT2 inhibitor	HEK293 viab	IP6K1 inhibitor	Luciferase inh
CCS(=O)(=O)N1CCC2(CC1)OC(=O)C(C)=C2C(=O)NCc1ccccc1C	·	27%	·	·	-11%	-10	·
CC1Cc2cc(S(=O)(=O)N(C)c3ccc(Br)cc3)ccc2N1C(=O)C1CC1 (stereo not drawn)	·	?	·	·	12%	-6	·
O=C(c1csnn1)N1CCCC(CCc2c(F)cccc2F)C1 (stereo not drawn)	?	15%	?	0%	6%	1	-6%
Cc1nc([C@@H]2CN(Cc3ccccc3)C[C@H]2C(N)=O)n[nH]1	2%	-5%	2%	-5%	2%	25	3%
C=C1C(=O)O[C@H]2C1CCC(C)=C1C(=O)C=C(C)[C@@]12O (stereo partly drawn)	·	·	·	1%	18%	17	·

# (listing goes on)
Compound	HEK293 tox	SNCA expr inhib	3T3 cytotox	GPT2 inhibitor	HEK293 viab	IP6K1 inhibitor	Luciferase inh
N#Cc1ccc(C(=O)N2CCC(Cc3nc(-c4ccncc4)n[nH]3)C2)cc1 (stereo not drawn)	3%	?	-25%	-5%	1%	-9	3%
COc1ccccc1Nc1ccnc(N2CCN(C(=O)C(C)(C)C)CC2)n1	?	17%	?	i	3%	11	·
COc1cccc(CNC(=O)c2c3c(nc4ccccc24)C(=O)N(C2CCCCC2)C3)c1	·	6%	·	·	-11%	6	·
Clc1ccc(-c2noc3ncnc(NCCCN4CCN(c5ccccc5)CC4)c23)cc1	·	-15%	·	·	-21%	21	·
CCOc1cccc(CNC(=O)c2noc(-c3ccc(C)cc3)n2)c1	?	1%	?	-4%	-3%	-16	?
O=C(Cc1ccccn1)N1CCc2nc(C3CC3)nc(-c3ccc(Cl)cc3)c2C1	?	-1%	?	2%	-16%	-8	·
CC(C)CN1CCN(C(=O)CC2CCN(S(C)(=O)=O)C2)CC1 (stereo not drawn)	0%	7%	-5%	i	6%	-4	·
COc1ccc(-c2ccc3c(n2)CN(Cc2ccccc2C)C(=O)CO3)cc1OC	?	-16%[87.6 µM]	?	-10%[88.5 µM]	?	-17	2%[172 µM]
Cn1nc(C(=O)N2CCN(c3ccccc3)CC2)c2c1-c1ccccc1SC2	·	12%	·	·	-4%	0	·
Cc1ccc(NC(=O)c2ccc3snnc3c2)cc1C	·	114%[activator]	·	·	-4%	6	·
Cc1cccc(OCC(=O)NC(C)C(=O)N2CCN(c3ccccn3)CC2)c1 (stereo not drawn)	5%	1%	?	?	9%	19	0%
Cc1ccc(OCCC2CCN(C(=O)CCc3ccccc3)C2)cc1 (stereo not drawn)	?	4%	?	?	11%	14	5%
Cc1ccccc1CSCCNC(=O)CN(c1ccccc1)S(=O)(=O)N(C)C	·	-6%	·	·	5%	26	·
CC(C)(C)NC(=O)NCc1cc2n(n1)CCCN(C(=O)C1CCC1)C2	-3%	26%	-3%	-7%	-3%	11	3%
Cn1ncc2c(NCc3ccccc3Cl)nc(NCCO)nc21	·	25%	·	·	0%	-18	·
CC(c1ccc(-c2cc(N3CCN(C)CC3)nc(N)n2)cc1)N1CCOCC1 (stereo not drawn)	?	4%	-19%	0%	-17%	0	4%
CCCNC(=O)N1CCC(N(C)C2CCOCC2)CC1	0%	2%	-2%	i	6%	-11	19%
COc1ccc(C)cc1NC(=O)Cn1c(=O)n(Cc2nc(C)no2)c(=O)c2ccccc21	·	33%[activator]	·	·	6%	27	·
CCC1=C(C(=O)OC)C(c2cccc(OC)c2)N2C(CC(=O)N3CCC(C)CC3)=CSC2=N1 (stereo not drawn)	?	-11%	-23%	i	-5%	2	1%
Cn1nccc1-c1nccc2c(=O)cc(N3CCOCC3)oc12	?	21%[87.6 µM]	50µM*	1%[88.5 µM]	-10%[87.6 µM]	2	-18%[172 µM]
CNC(=O)[C@@H](CC(C)C)N1CCC[C@H]1C(=O)NCc1ccncc1	i	-15%[87.6 µM]	2%[174 µM]	1%[88.5 µM]	0%[87.6 µM]	-5	0%[172 µM]
CCOCCOC1CCN(C(=O)c2cc(-c3cccc(OC)c3)n[nH]2)CC1	-22%	66%[activator]	-28%	?	-1%[12.5 µM]	5	25µM*
C1CCC(COCCc2noc(C3CCCNC3)n2)C1 (stereo not drawn)	-18%	38%[activator]	1%	-29%	6%	-16	7%
COCc1cc(CC2(NCc3ccccc3O)COC2)no1	-1%[172 µM]	11%[87.6 µM]	-17%[174 µM]	-7%[88.5 µM]	3%[87.6 µM]	14	-2%[172 µM]
Cc1nn(CCC#N)c(C)c1[C@@H]1C=C[C@@H](NS(=O)(=O)c2cccs2)C1	-9%[172 µM]	-12%[87.6 µM]	45µM*	2%[88.5 µM]	1%[87.6 µM]	1	5%[172 µM]
CCOC(=O)c1ccc(Nc2nc3ccccc3nc2NS(=O)(=O)c2ccc(Cl)cc2)cc1	·	19%	·	·	27%	-10	·
COc1cc2c(cc1OC)C(C[C@H]1CN(C(=O)C(C)(C)C)CC[C@H]1CC(=O)O)=NCC2	-19%[172 µM]	-2%[87.6 µM]	-3%[174 µM]	-14%[88.5 µM]	2%[87.6 µM]	5	1%[172 µM]
CC1CCC23COC(=O)C2=CC(O)CC3C1(C)CCc1ccoc1 (stereo not drawn)	·	·	·	i	-9%	7	·
Cc1cccc(-c2cccc(CN3CCC(NC(=O)Cc4ccc(F)cc4)CC3)c2)c1	?	-22%	28µM*	-5%	-8%	8	·
O=C(CC1N=C2c3ccccc3N=C(SCc3ccccc3Cl)N2C1=O)NCc1cccs1 (stereo not drawn)	·	-9%	·	·	5%	-17	·
O=C(Nc1nc(-c2ccc(Br)cc2)ns1)c1ccc(F)cc1	·	16%	·	·	5%	9	·
Cc1nc2cccnc2n1CC1CCCN(S(=O)(=O)c2ccc3c(c2)CCCC3)C1 (stereo not drawn)	?	-19%	?	i	-8%	-9	6%
C=CCNC(=O)N1CC[C@H]2CC(=O)N(CCc3cccc(OC)c3OC)CC[C@H]2C1	-6%[172 µM]	-15%[87.6 µM]	-16%[174 µM]	3%[88.5 µM]	-3%[87.6 µM]	3	-7%[172 µM]
CCOc1ccc(CCNC(=O)CCCn2nc(C)c3sc4ccccc4c3c2=O)cc1OCC	·	13%	·	·	0%	-23	·
OCC(CO[C@@H]1O[C@H](CO)[C@@H](O)[C@H](O)[C@H]1O)c1ccc2c(c1)OCO2 (stereo partly drawn)	·	·	·	4%[27.3 µM]	-4%	-11	·
